hcDAF12 agonist = activates DAF-12 receptor from parasite H. contortus; HEK293 hcDAF-12 lit1-tk-luc reporter, luminescence; 0% DMSO, 100% Δ7-dafachronic acid; activation, % at 6.8 µM; 1.4% of 370,000 active; AID 652067;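 active = activation above the mean of all tested compounds plus 3 SD, cut at about 5.5% in these data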;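 also: 100% = response to 3 µM Δ7-dafachronic acid high control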
GC-A act = GC-A (human) enzyme activation | P16066 | activation, % at 10 µM | HEK293 GC-A cells, cGMP TR-FRET, EC30 ANP; 0% at EC30 ANP, 100% saturating ANP | 0.14% of 370,000 active; in the data active = activation above about 40%
ssDAF-12 act = activates DAF-12 receptor from parasite S. stercoralis; activation, % at 6.8 µM; 1% of 370,000 active; HEK293 ssDAF-12/GRIP1 lit1-tk-luc reporter, luminescence; % of 3 µM dafachronic acid response; AID 652126;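 active = activation above the mean over all tested compounds plus 3 SD, cut at about 0.9% in these data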;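 also: 0% = DMSO-only wells and 100% = 3 µM delta7-dafachronic acid wells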
SMARCA2 activ = activators of SMARCA2 function; AID 652017; MG213 cells, MMTV-luciferase reporter, dexamethasone, overnight; 1% of 370,000 active; activation, % at 9.1 µM; in the data active = activation above about 7.8%;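 also: 0% = vehicle wells and 100% = reference activator wells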
ADAM17 inh = inhibitors of human ADAM17; P78536; recombinant ADAM17, EDANS/DABCYL FRET peptide cleavage; inhibition, % at 6.95 µM; 0.83% of 370,000 active; AID 720648;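 active = inhibition above the mean of compounds lying between control limits plus 3 SD, set per campaign, cut at about 8.5% in these data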;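 also: 0% = DMSO-only wells as the low control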
Target sequence (P78536 215-824 limits assumed): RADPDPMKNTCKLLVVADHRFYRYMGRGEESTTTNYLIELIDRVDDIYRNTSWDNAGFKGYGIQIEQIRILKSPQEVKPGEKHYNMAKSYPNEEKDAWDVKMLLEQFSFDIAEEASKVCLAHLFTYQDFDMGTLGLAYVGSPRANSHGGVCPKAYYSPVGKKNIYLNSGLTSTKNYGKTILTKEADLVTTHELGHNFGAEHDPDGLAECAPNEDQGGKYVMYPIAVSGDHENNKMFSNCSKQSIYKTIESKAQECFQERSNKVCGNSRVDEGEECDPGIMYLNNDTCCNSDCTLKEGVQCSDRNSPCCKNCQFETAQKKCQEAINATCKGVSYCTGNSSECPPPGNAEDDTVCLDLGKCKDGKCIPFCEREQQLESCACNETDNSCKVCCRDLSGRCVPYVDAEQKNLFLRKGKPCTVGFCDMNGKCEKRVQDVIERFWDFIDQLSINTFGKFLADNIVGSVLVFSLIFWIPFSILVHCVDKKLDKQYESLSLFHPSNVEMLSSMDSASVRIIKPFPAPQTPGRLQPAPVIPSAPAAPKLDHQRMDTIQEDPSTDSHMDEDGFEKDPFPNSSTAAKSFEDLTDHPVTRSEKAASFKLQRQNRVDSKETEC
hgDAF12 agonist = hgDAF-12 agonism, primary luciferase screen. HEK293 GAL4-hgDAF12 UAS-luciferase reporter, agonist luminescence; normalized to butyrate control. activation, % at 6.8 µM. 1.8% of 370,000 active;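 active = activation above a cutoff set at the mean of all screened compounds plus 3 SD, cut at about 10% in these data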;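 also: 0% = DMSO wells and 100% = sodium butyrate wells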
DAX1 inh-1 = inhibitors of DAX1 repression of SF-1 activated StAR promoter; HEK293T StAR-luciferase reporter, SF-1/DAX-1 repression relief; inhibition, % at 6.8 µM; 1.1% of 370,000 active; AID 652010;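 active = inhibition above the mean over all tested compounds plus 3 SD, cut at about 3.6% in these data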;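 also: 0% = DAX-1 cells with DMSO and 100% = cells lacking DAX-1 with DMSO; higher inhibition means more luminescence from relief of DAX-1 repression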
GAA850 FXN act = increases GAA850 frataxin promoter reporter activity | HEK293 lucGAA850 FXN promoter luciferase reporter, 24 h; percent of 10 µM SAHA response | activation, % at 6 µM | 0.56% of 360,000 active | AID 540364;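 active = activation above the average of all compounds screened plus 3 SD, cutoff fixed separately per campaign, cut at about 7.5% in these data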;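 also: 0% = DMSO wells and 100% = 10 µM SAHA wells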
ADAM10 inh = inhibitors of human ADAM10. recombinant ADAM10, EDANS/DABCYL FRET peptide cleavage, 3 h. inhibition, % at 7 µM. 0.62% of 370,000 active;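 active = inhibition above a per-campaign cutoff equal to the mean of compounds falling between control-based bounds plus 3 SD, cut at about 20% in these data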;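 also: 0% = DMSO wells while the 100% control is not disclosed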
DAX1 inh-2 = inhibitors of human orphan nuclear receptor DAX1 (NR0B1); AID 504766; 0.99% of 340,000 active; HEK293 Gal4-DAX1 luciferase reporter, luminescence; inhibition, % at 6.75 µM; P51843;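 active = inhibition above the mean over all tested compounds plus 3 SD, cut at about 4.2% in these data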;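 also: 0% = DAX1-transfected cells with DMSO and 100% = empty-vector control cells with DMSO; inhibition shows as a rise in luminescence from relieved DAX1 repression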
Target sequence (P51843 207-470 limits assumed): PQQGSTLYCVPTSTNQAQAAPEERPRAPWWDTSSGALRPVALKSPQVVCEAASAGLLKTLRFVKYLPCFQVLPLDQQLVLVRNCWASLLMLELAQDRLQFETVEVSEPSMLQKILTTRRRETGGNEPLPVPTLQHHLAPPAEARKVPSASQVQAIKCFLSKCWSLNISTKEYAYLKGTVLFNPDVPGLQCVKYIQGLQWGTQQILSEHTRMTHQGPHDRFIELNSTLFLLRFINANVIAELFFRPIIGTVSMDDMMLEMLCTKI
PG9 Ab binder = PG9 antibody binding by small molecule; TR-FRET gp120-PG9 antibody binding; inhibition, % at 6.7 µM; 0.43% of 360,000 active; AID 624416; in the data active = inhibition above about 8.5%
* marks the source's active call; other numbers are inactive results; / = no result given.

SMILES	hcDAF12 agonist	GC-A act	ssDAF-12 act	SMARCA2 activ	ADAM17 inh	hgDAF12 agonist	DAX1 inh-1	GAA850 FXN act	ADAM10 inh	DAX1 inh-2	PG9 Ab binder
Cc1ccc(C(=O)Nc2cc(Cl)ccc2Oc2ccccc2)cc1[N+](=O)[O-]	-0.7	1	-0.7	-2	1	-2.5	0.1	1.0	0	-1.1	0.3
O=C(CSc1nnc(-c2ccc(Cl)cc2)n1-c1ccccc1)NN=Cc1c[nH]c2ccccc12	0.5	-14	-1.5	-5	16*	-0.8	-0.5	/	29*	/	/
COCCN1C(=O)N(C)[C@@H](c2ccccc2)C(C(C)=O)=C1C	-0.3	-2	-1.3	1	-5	0.2	0.3	1.3	-5	-0.2	-0.6
CCc1nc2ccc(C(=O)NCc3ccccc3OC)cn2c1N(CC)CCOC	-2.8	-1	-1.1	3	-2	-0.8	-0.4	0.3	-1	/	-0.5
COc1ccccc1CNS(=O)(=O)c1cc(CN2C(=O)c3cccnc3C2=O)ccc1OC	-0.6	1	-1.2	3	0	-0.9	-1.1	-0.6	-3	0.3	-0.7
CCCCn1nnnc1SCC(=O)NCc1ccccc1	-0.5	3	-1.4	-2	-5	2.0	0.2	0.8	-6	-0.4	-0.2
NC(=O)c1ccc(NC(=O)COC(=O)c2cc3ccccc3cc2O)cc1	-0.1	-3	-1.2	1	-5	0.1	-1.6	2.7	-5	-1.5	-1.5
O=C(O)CN1C(=O)c2ccc(Oc3ccc([N+](=O)[O-])cc3)cc2C1=O	-2.7	2	-0.7	-1	-1	1.0	0.1	2.2	4	0.4	-1.3
CC(NS(=O)(=O)c1ccc(Br)cc1)C(=O)NCc1ccco1 (configuration not stated)	-0.4	2	0.2	-1	0	-2.0	-0.3	1.5	1	2.4	-0.7
Cc1ccc2c(cnn2C(=O)CCC(=O)N2CCCCC2)c1	1.1	4	-0.7	-1	6	-2.0	-0.4	-0.7	-6	0.0	1.6
CC1CCCN(C(=O)c2cccc(S(=O)(=O)N3CCCC3)c2)C1 (configuration not stated)	-0.6	1	-0.9	0	-4	-2.5	-0.1	-0.1	-3	0.2	-1.6
COc1cc(S(=O)(=O)NCc2ccccc2Cl)ccc1-n1cnnn1	-2.7	-1	-1.3	-1	-1	-1.3	-0.7	-0.4	0	-1.2	1.0
CC(Sc1ccc(Cl)cc1)C(=O)NNC(=O)c1ccncc1 (configuration not stated)	-0.5	0	-1.8	-1	2	1.7	-0.5	0.6	3	-0.5	-1.7
COc1ccc(/C=N/n2cnc3scc(-c4cccs4)c3c2=O)cc1OC	0.7	0	-1.8	-2	-4	-0.2	-0.1	0.0	-7	-0.4	0.3
CC(OC(=O)c1ccc2ncsc2c1)C(=O)N1CCCC1 (configuration not stated)	-1.7	5	-1.6	-4	-9	-1.8	0.6	/	-16	/	0.6
O=C(Nc1ccc(S(=O)(=O)N2CCCC2)cc1)C1COc2ccccc2O1 (configuration not stated)	-0.9	0	-1.5	-1	-4	-1.8	-0.2	1.1	-8	2.1	-2.4
CCO/C([O-])=N/c1sn[n+](C)c1C	0.2	1	-0.5	-1	0	0.4	0.0	0.9	-4	/	-2.4
COc1cc(CCC(=O)OCC(=O)Nc2ccc(F)c(F)c2F)cc(OC)c1OC	-1.4	4	-1.3	0	1	0.0	-0.1	0.5	4	1.9	-1.6
Cc1ccc([C@H]2C(C(=O)O)=CC[C@@H](c3ccc4c(c3)OCO4)N2S(=O)(=O)c2ccc(C)cc2)cc1	-1.1	2	-0.7	0	-3	-3.4	-0.3	0.0	-12	-0.1	-2.7
COc1cccc(C(=O)N[C@H](C(=O)N2CCC[C@H]2C(=O)NC2CCCC2)C2CCCCC2)c1	-1.5	2	-0.8	-1	2	1.4	-0.9	/	-1	/	-0.1
COC(=O)CCP(=O)(O)Cc1ccccc1CP(=O)(O)CCC(=O)OC	-0.7	4	-1.2	-3	-3	-0.3	0.0	-0.1	3	0.6	1.0
Cn1cnnc1SCC(=O)c1ccc2c(c1)OCCO2	-1.1	-3	-1.4	-4	1	-1.2	0.3	3.0	-6	-0.8	-1.3
Cc1ccc(-c2cccc(CN3CCN(C(C)C)C(CCO)C3)c2)o1 (configuration not stated)	1.6	2	-1.2	2	3	-0.1	0.2	2.5	2	-0.8	-3.0
Cc1cc(C)n(CCNC(=O)[C@H]2O[C@@H](n3ccc(N)nc3=O)[C@H](O)[C@@H]2O)n1	-1.0	-1	-1.0	-6	2	-0.2	-1.1	/	-4	/	1.4
CCOC(=O)N1CCN(C(=O)c2cn(C)c3ccc(S(=O)(=O)N(CC)CC)cc3c2=O)CC1	0.8	-1	-0.7	1	-4	-1.7	0.3	2.2	7	-1.1	1.7
CCC(=O)N1CCN(c2ccccc2NC(=O)COc2cccc(C)c2C)CC1	0.6	-4	-1.6	0	0	-0.7	-0.6	-3.3	2	-0.9	0.0
O=C(NCc1cccnc1)c1ccc([N+](=O)[O-])o1	-0.3	-1	-1.2	3	2	-1.6	-2.4	5.3	4	0.5	-4.2
Cc1cccc(C(=O)NC2CCN(C(=O)Nc3ccccc3C)CC2)c1	0.0	3	-0.8	-1	1	-2.4	-0.6	0.0	4	0.1	-1.8
Cc1ccc(S(=O)(=O)N[C@@H](CC(C)C)C(=O)N2CCC(C(=O)N[C@@H](Cc3ccccc3)C(=O)O)CC2)cc1	-0.4	2	-1.4	0	0	0.5	0.0	-1.0	-2	6.9*	-1.2
CC(C)[C@H](NC(=O)[C@H]1N2C(=O)c3ccccc3C2SC1(C)C)C(=O)NCc1ccco1 (some centres not stated)	0.7	-4	-0.4	-2	2	3.2	0.1	1.4	5	0.2	-0.6
Cc1cc(C)cc(NC(=O)Oc2ccccc2N2CCCCC2)c1	-0.8	2	-1.8	-2	-2	-0.5	-0.2	1.2	1	0.8	-1.0
OCCCNc1nc(-c2ccc(Br)cc2)nnc1-c1ccc(Cl)cc1	-2.2	8	-1.4	-3	6	1.9	-0.1	2.6	9	-0.2	-2.8
O=C(NC1CCCC1)C1CCN(S(=O)(=O)c2ccc3[nH]c(=O)oc3c2)CC1	1.1	0	-1.4	0	-4	0.9	-0.6	/	-7	/	/
Cc1cccc(C)c1-n1nnnc1C(c1ccnc2ccccc12)N1CCN(C/C=C/c2ccccc2)CC1 (configuration not stated)	-2.1	-2	-1.6	-3	2	-2.0	-1.2	/	5	/	-0.4
O=C1C2C(c3ccccc3)CC=CC2[C@H](c2cccc([N+](=O)[O-])c2)N1Cc1ccccc1 (some centres not stated)	-2.5	-11	-1.6	-1	0	-0.5	-0.2	0.2	2	0.5	-1.1
CC1CCCCC12NC(=O)N(CC(=O)N1CCN(S(=O)(=O)/C=C/c3ccccc3)CC1)C2=O (configuration not stated)	-0.8	4	-1.0	3	-2	0.0	-0.8	2.1	-11	-0.4	-0.2
CC1CN(S(=O)(=O)c2cccc(C(=O)NCCCn3ccnc3)c2)CC(C)O1 (configuration not stated)	-1.9	0	-1.6	5	0	0.0	-1.0	0.3	3	-0.3	-0.8
COc1cccc(-c2nn(-c3ccccc3)cc2C(=O)Nc2nccs2)c1	-0.6	3	-1.7	-3	2	-2.7	-0.8	-2.9	18	-0.8	-1.3
COc1ccc(S(=O)(=O)N(CC(=O)NCc2ccncc2)Cc2ccccc2)cc1	-0.2	-7	-1.3	-2	0	-2.2	-0.2	1.6	2	0.4	-0.7
N#Cc1nc(COc2ccccc2Cl)oc1NCc1ccco1	-2.5	4	-0.8	-2	-2	-1.8	-0.5	2.0	1	-0.1	-0.7
CC(C)(C)n1ncc2c(=O)n(CC(=O)N3CCN(c4ccccc4)CC3)cnc21	-2.1	-1	-1.0	-1	-4	-0.2	-0.4	2.9	-9	1.5	-0.7
CC1=C(C(=O)N(C)C)C(c2ccccc2OC(F)F)NC(=O)N1 (configuration not stated)	-1.5	2	-1.6	0	-4	-0.1	-0.3	1.7	-1	1.6	-0.3
COc1ccccc1CNC(=O)C1CCN(S(=O)(=O)c2ccc3nc4c(c(C(=O)O)c3c2)CCCC4)CC1	-3.0	4	-0.9	2	-1	0.8	0.2	0.6	-3	-0.8	1.5
CC(C)N(C)c1ncnc2c1ncn2[C@H]1CN(Cc2cccs2)C[C@@H](CO)O1	-1.7	-3	-0.8	-1	-4	0.2	-1.1	0.1	-3	/	1.5

In a second layout: results already given.
Below each SMILES – hcDAF12 agonist	GC-A act	ssDAF-12 act	SMARCA2 activ	ADAM17 inh	hgDAF12 agonist	DAX1 inh-1	GAA850 FXN act	ADAM10 inh	DAX1 inh-2	PG9 Ab binder
OCCCNc1nc(-c2ccc(Br)cc2)nnc1-c1ccc(Cl)cc1
  -2.2	8	-1.4	-3	6	1.9	-0.1	2.6	9	-0.2	-2.8
O=C(NC1CCCC1)C1CCN(S(=O)(=O)c2ccc3[nH]c(=O)oc3c2)CC1
  1.1	0	-1.4	0	-4	0.9	-0.6	/	-7	/	/
Cc1cccc(C)c1-n1nnnc1C(c1ccnc2ccccc12)N1CCN(C/C=C/c2ccccc2)CC1 (configuration not stated)
  -2.1	-2	-1.6	-3	2	-2.0	-1.2	/	5	/	-0.4
O=C1C2C(c3ccccc3)CC=CC2[C@H](c2cccc([N+](=O)[O-])c2)N1Cc1ccccc1 (some centres not stated)
  -2.5	-11	-1.6	-1	0	-0.5	-0.2	0.2	2	0.5	-1.1
CC1CCCCC12NC(=O)N(CC(=O)N1CCN(S(=O)(=O)/C=C/c3ccccc3)CC1)C2=O (configuration not stated)
  -0.8	4	-1.0	3	-2	0.0	-0.8	2.1	-11	-0.4	-0.2
CC1CN(S(=O)(=O)c2cccc(C(=O)NCCCn3ccnc3)c2)CC(C)O1 (configuration not stated)
  -1.9	0	-1.6	5	0	0.0	-1.0	0.3	3	-0.3	-0.8
COc1cccc(-c2nn(-c3ccccc3)cc2C(=O)Nc2nccs2)c1
  -0.6	3	-1.7	-3	2	-2.7	-0.8	-2.9	18	-0.8	-1.3
COc1ccc(S(=O)(=O)N(CC(=O)NCc2ccncc2)Cc2ccccc2)cc1
  -0.2	-7	-1.3	-2	0	-2.2	-0.2	1.6	2	0.4	-0.7
N#Cc1nc(COc2ccccc2Cl)oc1NCc1ccco1
  -2.5	4	-0.8	-2	-2	-1.8	-0.5	2.0	1	-0.1	-0.7
CC(C)(C)n1ncc2c(=O)n(CC(=O)N3CCN(c4ccccc4)CC3)cnc21
  -2.1	-1	-1.0	-1	-4	-0.2	-0.4	2.9	-9	1.5	-0.7

Screening data (PubChem)
